Screening data (PubChem)
GPR7 antag = GPR7 receptor antagonists, primary screen, cell-based, fluorescence, single concentration; inhibition, % at 4.4 µM; actives 1.1% (n = 290,000); GPR7-expressing cells, fluorescence antagonist assay; AID 1861, 2009; Neuropeptides B/W receptor type 1 (Homo sapiens), P48145; in the data active = inhibition above about 16%, passing the limit was not always enough;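 also: cells stimulated with the agonist NPW; 0% = agonist with vehicle and 100% = vehicle without agonist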
IDE cell inh = human IDE inhibitors in live cells, primary screen, fluorescence polarization, HEK cells, FAbetaB substrate. FAbetaB cleavage. Insulin-degrading enzyme (Homo sapiens), P14735. actives 0.41% (n = 320,000). inhibition, % at 5.59 µM;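 active = percent inhibition above the average of all tested compounds plus 3 SD, set per screening campaign, cut at about 16% in these data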;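 also: IDE supplied by intact live HEK cells; FP after avidin binding of uncleaved biotin substrate so inhibition keeps polarization high; 0% = DMSO wells and 100% = 60 µM reference IDE inhibitor Ii1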
Target sequence (P14735 whole entry, looked up): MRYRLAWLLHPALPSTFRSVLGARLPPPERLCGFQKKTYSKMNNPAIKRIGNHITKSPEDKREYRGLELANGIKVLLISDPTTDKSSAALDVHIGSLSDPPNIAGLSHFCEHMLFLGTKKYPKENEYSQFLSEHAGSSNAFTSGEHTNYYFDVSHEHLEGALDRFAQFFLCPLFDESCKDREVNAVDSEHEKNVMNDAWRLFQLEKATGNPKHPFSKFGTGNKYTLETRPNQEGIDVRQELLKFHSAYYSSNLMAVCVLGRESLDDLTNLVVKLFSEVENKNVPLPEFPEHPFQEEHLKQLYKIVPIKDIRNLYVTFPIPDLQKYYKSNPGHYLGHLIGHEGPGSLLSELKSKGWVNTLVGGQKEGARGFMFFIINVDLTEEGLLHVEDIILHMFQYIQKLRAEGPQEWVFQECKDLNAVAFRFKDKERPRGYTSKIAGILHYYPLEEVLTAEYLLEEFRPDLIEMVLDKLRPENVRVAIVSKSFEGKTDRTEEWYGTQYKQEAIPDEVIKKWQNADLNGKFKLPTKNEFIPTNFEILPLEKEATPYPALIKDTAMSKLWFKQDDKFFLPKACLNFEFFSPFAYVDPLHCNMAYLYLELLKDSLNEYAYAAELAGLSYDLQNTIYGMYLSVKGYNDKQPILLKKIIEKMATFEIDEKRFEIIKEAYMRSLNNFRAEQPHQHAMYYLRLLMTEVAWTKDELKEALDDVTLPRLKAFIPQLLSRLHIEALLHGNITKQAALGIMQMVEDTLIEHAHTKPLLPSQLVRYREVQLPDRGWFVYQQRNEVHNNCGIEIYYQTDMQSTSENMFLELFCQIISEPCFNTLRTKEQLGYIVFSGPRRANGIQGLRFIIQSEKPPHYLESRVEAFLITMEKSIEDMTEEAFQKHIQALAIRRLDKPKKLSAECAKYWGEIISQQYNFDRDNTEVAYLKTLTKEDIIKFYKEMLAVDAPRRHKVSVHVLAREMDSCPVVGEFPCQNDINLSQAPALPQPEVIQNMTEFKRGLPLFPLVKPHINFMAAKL
PHOSPHO1 inh = PubChem AID 1565. Phosphoethanolamine/phosphocholine phosphatase (Homo sapiens), Q8TCT1. recombinant PHOSPHO1, absorbance phosphatase assay. inhibition, % at 13.3 µM. actives 1.1% (n = 290,000); in the data active = inhibition above about 60%
IDE cell activ = human IDE activators in live cells, primary screen, fluorescence polarization, HEK cells, FAbeta-B substrate | Insulin-degrading enzyme (Homo sapiens), P14735 | FAbeta-B cleavage; 0% vehicle, 100% cell-free pure enzyme wells | activation, % at 5.96 µM | actives 0.073% (n = 340,000);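 active = activation above the mean of all tested compounds plus 3 SD, set per screening campaign, cut at about 17% in these data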
M18AAP inhibitor = PfM18AAP inhibitors, malaria aminopeptidase, primary screen, biochemical, QFRET, recombinant enzyme | inhibition, % at 7.35 µM | M18 aspartyl aminopeptidase (Plasmodium falciparum 3D7) | actives 1.2% (n = 290,000) | AID 1822, 2009 | H-Glu-NHMec fluorogenic cleavage;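 active = inhibition above the campaign mean inhibition over all tested compounds plus 3 SD, cut at about 28% in these data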;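 also: 0% = plate median of test compound wells and 100% = 2 mM ZnCl2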
NALP1 inh = NALP1 inflammasome inhibitors in reconstituted yeast, colorimetric, S. cerevisiae, triplicate retest. actives 0.61% (n = 280,000). S. cerevisiae NALP1/ASC/caspase-1 growth, X-gal OD620, 72 h. inhibition, % at 10 µM; in the data active = inhibition mostly above about 24%, no sharp cut-off; inactive = mostly below about 32%; also: some compounds called inactive have numbers as strong as hits
IMP-1 inh = IMP-1 metallo-beta-lactamase inhibitors, primary screen, biochemical, epi-absorbance readout, Pseudomonas aeruginosa enzyme. inhibition, % at 5.6 µM. purified IMP-1, nitrocefin hydrolysis, epi-absorbance fluorescence. metallo-beta-lactamase IMP-1 (Pseudomonas aeruginosa). AID 1556, 2009. actives 0.45% (n = 290,000);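 active = inhibition above the mean plus 3 SD of all compounds in the same screening run, cut at about 4.5% in these data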;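 also: 0% = IMP-1 with DMSO and 100% = DMSO wells lacking enzyme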
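assay system = purified recombinant IMP-1 metallo-beta-lactamase enzyme | schedule = 15 min preincubation plus 25 min reaction at 25 °C | signal = Epi-absorbance fluorescence, 480 nm excitation, 530 nm emission | read-out basis = percent inhibition from optical density relative to buffer-blank wells | controls = IMP-1 with DMSO as 0%, enzyme-free DMSO as 100%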
VIM-2 inh = VIM-2 metallo-beta-lactamase inhibitors, primary screen, biochemical, epi-absorbance readout, Pseudomonas aeruginosa enzyme. purified VIM-2, nitrocefin hydrolysis, epi-absorbance fluorescence. inhibition, % at 5.6 µM. actives 0.89% (n = 290,000). AID 1527, 2009;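 active = inhibition above the mean of all tested compounds plus 3 SD, cutoff set per screening run, cut at about 7.5% in these data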;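 also: red hydrolysis product quenches plate fluorescence so inhibitors raise well fluorescence; 0% = enzyme with DMSO and 100% = DMSO without enzyme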
p-CIP stab down = p/CIP-EGFP fusion destabilizers, primary screen, fluorescence, F442A cells; Q05BA5; 16 h; decrease of EGFP signal, % at 10 µM; actives 0.01% (n = 290,000); AID 1984, 2009;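 active = EGFP signal decrease of at least 30% at 10 µM or well 3 SD below plate mean, unless failing retest; inactive = the rest, including hits failing retest or dose response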; also: some compounds called inactive have numbers as strong as hits; many of its hits are not listed in these tables
Active calls of the source: *; · = not tested or not shown. The order is random. About 5.3% of those tested had a hit in this group.

The line under a structure holds: GPR7 antag	IDE cell inh	PHOSPHO1 inh	IDE cell activ	M18AAP inhibitor	NALP1 inh	IMP-1 inh	VIM-2 inh	p-CIP stab down
1	CCCCN1CC2([N+](=O)[O-])C=CC(=O)C([N+](=O)[O-])(C1)C2CC(=O)c1ccccc1 (stereo unspecified)
    -5.5	-2.9	0.3	-0.6	-3.6	27.6	0.0	-2.5	-2.4
2	COc1ccc(C(=O)NCCn2cc(SCC(=O)Nc3nnc(C)s3)c3ccccc32)cc1
    0.2	-2.2	·	-1.4	4.0	·	-3.1	-3.2	·
3	COc1ccc(-c2ccc(SCC(=O)Nc3nnc(C)s3)nn2)cc1
    4.8	-5.2	4.4	2.9	2.9	13.1	-2.3	-3.5	6.7
4	Cc1ccccc1Oc1nc2ccccc2n2cnnc12
    3.1	2.9	41.7	-0.9	-0.7	2.8	1.0	0.0	-1.2
5	Cc1cc(C(C)(C)C)ccc1OCCN1CCCC1
    -4.1	-0.4	18.2	3.6	13.8	20.7	-2.7	-4.6	1.4
6	CC1C/C=C/C=C/C=C/C=C/C(O[C@@H]2O[C@H](C)[C@@H](O)[C@H](N)[C@@H]2O)CC2OC(O)(CC(O)CC3OC3/C=C/C(=O)O1)CC(O)C2C(=O)O (stereo partly specified)
    -12.1	·	-8.7	·	0.1	19.8	-2.6	-2.4	-1.9
7	COc1ccc(CC(=O)NCc2n[nH]c(=S)n2-c2cccc(Cl)c2)cc1
    -6.8	-1.4	-63.3	4.0	19.8	-27.2	-3.0	3.9	3.5
8	Cc1ccc(CCN2CC(C(=O)NCCCN3CCCCC3)CC2=O)cc1 (stereo unspecified)
    -9.2	2.5	41.2	6.3	0.4	3.1	-2.8	-1.5	-6.3
9	COc1ccc(-c2nc3ccccc3o2)cc1NC(=O)CSc1ccc(Cl)cc1
    3.9	-0.7	-4.5	6.7	-5.1	26.9	-2.2	-2.0	-8.6
10	O=C(Nc1ccc(CN2CCOCC2)cc1)c1ccc(-c2cccc(Cl)c2)o1
    3.2	-1.9	-116.6	2.9	-0.8	17.9	1.8	2.7	-21.9
11	CCCCCC(=O)NCC(C)NC(=O)CCCCC (stereo unspecified)
    -7.0	-1.9	-13.0	-0.5	9.6	8.4	-0.9	-1.4	-10.8
12	COc1ccc(Cn2nnnc2C(c2cc3ccc(OC)cc3[nH]c2=O)N2CCC(C)CC2)cc1 (stereo unspecified)
    -3.1	0.8	49.4	-4.1	25.9	-4.3	0.2	-1.9	0.8
13	CCSc1nc2c(cnn2-c2ccccc2)c(=O)n1N
    3.8	3.4	-12.2	·	4.0	14.5	-2.3	-4.8	-13.1
14	Cn1cc(CN2CCC(n3nccc3NC(=O)CCc3ccccc3)CC2)cn1
    -15.3	·	22.6	6.2	1.9	0.3	-3.1	-2.9	-6.7
15	CCn1c2ccccc2c2cc(NS(=O)(=O)c3ccc(C)cc3)ccc21
    -11.8	-1.9	4.1	3.3	-1.1	15.3	0.5	1.9	-1.1
16	COCCNC(=O)c1ccc(C2SCC(=O)N2CCc2ccccc2)cc1 (stereo unspecified)
    -11.2	·	46.0	-1.3	-18.7	7.4	2.4	0.7	-2.4
17	Cc1ccc2nc3c(cc2c1)c(NC(=O)C1CCCO1)nn3CC(C)C (stereo unspecified)
    -7.4	1.3	21.5	-0.4	2.7	11.6	0.9	-2.7	10.4
18	CN(c1ccccc1C(=O)O)S(C)(=O)=O
    -2.5	-1.6	-27.7	2.3	4.6	8.1	-1.5	-0.2	6.9
19	O=C1[C@H]2[C@H](ON3CCCC[C@H]23)C(=O)N1c1cccc(C(F)(F)F)c1
    -5.1	1.9	-22.7	0.9	-0.2	16.6	-2.5	-1.2	1.8
20	CC1(C)Cc2c(sc3c2c(=N)n(Cc2ccco2)c(=O)n3CC(=O)Nc2ccc(Cl)cc2)CO1
    ·	0.3	18.9	-2.4	·	9.8	·	·	1.3
21	O=C(c1cccs1)N1CCCC1
    -13.8	2.0	-18.3	6.7	4.6	18.0	-1.8	-3.2	3.4
22	CC(C)(C)C(=O)Nc1c(Br)c(C2CC2)nn1-c1ccccc1
    -19.8	0.9	36.4	·	-2.9	·	-2.6	-1.8	-12.5
23	O=C(Nc1cc(SCC(O)CO)cc([N+](=O)[O-])c1)c1ccc(-n2cnnn2)cc1 (stereo unspecified)
    -9.0	-5.3	8.1	11.5	-4.0	8.9	-2.9	-2.6	7.8
24	Cc1cc(C)n(-c2ccc(F)cc2CN2CCN(C3CCCC3)C(CCO)C2)n1 (stereo unspecified)
    14.6	1.7	28.8	2.3	-3.1	8.5	-3.2	-3.2	-14.2
25	O=C(Nc1ccc(N2CCCC2)cc1)c1cccc(Cl)c1Cl
    -1.0	0.1	27.3	0.4	3.7	23.1	0.2	-0.1	-1.0
26	Cc1cc(Br)ccc1NC(=O)C1C2CCC(O2)C1C(=O)O (stereo unspecified)
    -20.1	0.4	29.0	2.3	3.5	2.4	-1.8	-0.6	2.9
27	Cc1c(NC(=O)Nc2ccc3c(c2)OCO3)cccc1[N+](=O)[O-]
    -11.9	1.6	36.6	7.0	9.9	16.5	-0.1	-4.0	-18.5
28	COc1ccc(S(=O)(=O)N2CCC(C(=O)N3CCN(C)CC3)CC2)cc1Cl
    -8.8	-1.2	32.3	2.7	-9.8	30.4	-0.7	-1.5	-10.3
29	Cc1ccc(S(=O)(=O)/N=C2/NC(=O)/C(=C\c3cc(Br)cc(Br)c3O)S2)cc1
    15.7	·	2.8	-134.9	7.4	10.8	1.4	0.1	-278.4
30	N#Cc1nc(COc2ccccc2)oc1N1CCN(Cc2ccccc2)CC1
    25.9*	0.4	-20.5	2.0	-6.5	12.2	-2.0	-2.3	-6.4
31	COc1ccc(C(=O)CCC(=O)Nc2ccc(N3CCCCC3)cc2)cc1OC
    -6.7	-7.9	22.8	3.5	9.7	-3.0	-3.7	0.1	-11.0
32	CCOCCCNC(=O)Cc1cc(=O)[nH]c(=O)[nH]1
    -10.3	-3.8	23.4	1.3	-2.6	·	-2.3	-0.3	-1.5
33	CCn1cc(C(=O)Nc2ccc(F)c(F)c2)cn1
    7.0	7.7	-6.4	1.8	-4.4	29.4	-1.8	-3.4	-7.6
34	O=C(COC(=O)c1ccccc1[N+](=O)[O-])NCCCc1ccccc1
    -1.9	7.5	19.5	5.5	-5.3	5.7	-5.0	-2.3	0.3
35	COc1cc(C(=O)OCn2nnc3ccccc3c2=O)cc(OC)c1OC
    -6.9	6.7	20.3	-0.8	6.0	16.4	-2.1	-1.0	5.4
36	S=C(Nc1ccc(Cc2ccncc2)cc1)Nc1cccc(Cl)c1
    -9.7	-1.6	8.1	-6.0	-10.2	29.6	-0.6	-1.5	0.8
37	COC(=O)c1sc2ccccc2c1-n1cccc1C(=O)C(=O)Nc1ccc(F)cc1
    3.5	3.2	50.3	9.1	-4.4	14.6	-0.2	0.3	-16.0
38	CCc1c(C)nc(SC(C(=O)O)c2ccccc2)c(C#N)c1C (stereo unspecified)
    -12.4	4.8	-13.4	5.3	-2.1	19.6	-0.9	-3.2	12.5
39	CCCCn1c(SCC(N)=O)nc2c(sc3ccccc32)c1=O
    1.3	4.3	-9.3	4.8	-0.2	13.9	-3.5	-1.4	-5.6
40	Cc1ccc(C(=O)COC(=O)CCC(=O)Nc2cc(Cl)ccc2Cl)cc1[N+](=O)[O-]
    -5.5	4.2	39.3	1.5	7.5	26.1	-2.0	0.3	-2.9

3 structures out of the list, sorted by molar mass, falling:
The line under a structure holds: GPR7 antag	IDE cell inh	PHOSPHO1 inh	IDE cell activ	M18AAP inhibitor	NALP1 inh	IMP-1 inh	VIM-2 inh	p-CIP stab down
28	COc1ccc(S(=O)(=O)N2CCC(C(=O)N3CCN(C)CC3)CC2)cc1Cl
    -8.8	-1.2	32.3	2.7	-9.8	30.4	-0.7	-1.5	-10.3
27	Cc1c(NC(=O)Nc2ccc3c(c2)OCO3)cccc1[N+](=O)[O-]
    -11.9	1.6	36.6	7.0	9.9	16.5	-0.1	-4.0	-18.5
21	O=C(c1cccs1)N1CCCC1
    -13.8	2.0	-18.3	6.7	4.6	18.0	-1.8	-3.2	3.4

New compounds follow.
The line under a structure holds: GPR7 antag	IDE cell inh	PHOSPHO1 inh	IDE cell activ	M18AAP inhibitor	NALP1 inh	IMP-1 inh	VIM-2 inh	p-CIP stab down
41	CN(CCc1ccccc1)C(=O)c1cc(COc2ccc(F)cc2Cl)on1
    -7.6	1.4	15.4	-2.4	-2.7	13.6	-0.7	-1.6	4.6
42	COc1cc(NC(=O)C2CCCCC2)c(OC)cc1NC(=O)CN1CCCCC1
    -2.6	-1.4	7.2	-2.6	-1.4	18.0	-1.5	-0.5	0.2
43	Cc1nc2c3ccccc3nc(SCC(=O)N3CC(C)CC(C)C3)n2n1 (stereo unspecified)
    -3.5	-2.6	-9.2	0.9	8.8	12.7	-4.4	-1.5	-8.7
44	Cc1ccc(OCc2nnc(SCC(=O)Nc3ccc4c(c3)OCCO4)n2Cc2ccco2)cc1
    18.9	2.5	-2.4	7.2	-12.4	-3.9	-1.6	-0.5	-3.3
45	Cc1ccc(CN2CCC(Oc3ccc(C(=O)NCc4ccccn4)cc3)CC2)o1
    -3.9	1.3	·	4.0	1.0	19.3	-1.5	-3.9	-6.8
46	Cc1c(NC(=O)CSc2nnc(COc3ccccc3)n2-c2ccccc2)c(=O)n(-c2ccccc2)n1C
    -6.3	-0.2	28.4	2.5	5.2	-3.5	-1.1	1.7	-5.5
47	COc1cc(OC)c(C2=NOC(C(=O)Nc3c(C)n(C)n(-c4ccccc4)c3=O)C2)cc1Cl (stereo unspecified)
    -11.8	4.6	64.2*	4.6	-2.3	-16.8	-2.0	-2.3	-0.1
48	O=C(NCCN1CCOCC1)c1ccc(-c2ccccc2)cc1
    -7.2	18.6*	0.9	-14.8	-0.2	22.8	-2.1	0.5	3.3
49	COc1ccc(-c2noc3c2-c2nc(C4CCCCC4)sc2CC3)cc1
    34.0	-4.1	15.2	2.4	16.1	5.2	2.2	0.9	1.0
50	COc1ccc2[nH]c(C)c(CCNC(=S)Nc3cc(C)cc(C)c3)c2c1
    -4.8	0.6	-3.7	6.2	0.8	58.4	-2.6	-2.1	-3.8
51	CN1CCC(N2CCCC(C(=O)O)C2)CC1 (stereo unspecified)
    -10.2	1.6	1.7	5.4	-5.5	-2.3	-2.8	-4.4	12.2
52	CCCc1cc(=O)n2[nH]c(C)c(-c3ccccc3)c2n1
    2.3	0.9	13.2	-0.1	1.4	-1.0	-4.4	-0.6	11.3
53	O=C(COc1ccc(Cl)cc1)N1CCN(C(=O)c2cccs2)CC1
    3.6	2.0	20.0	1.7	-6.3	-4.5	-3.2	-4.5	3.3
54	O=C(Nc1cccc(Cl)c1)c1ccc2c(c1)SC1=NS(=O)(=O)CCN12
    -5.8	·	7.7	-8.0	-4.4	12.8	-0.8	-0.6	-12.4
55	O=C(O)COc1ccc(/C=N/NC(=O)COc2nsnc2N2CCOCC2)cc1
    -9.0	4.8	-8.7	4.7	-8.0	14.3	-1.6	-1.4	1.6
